Screening results deposited in PubChem BioAssay by several laboratories.
sdo1 growth – compounds rescuing growth of sdo1-depleted yeast, bone marrow failure model; S. cerevisiae sdo1-depleted JHY4D growth rescue, OD600 30 h; hits give high values; pdr5 snq2 efflux-pump mutant strain; actives 0.21% (n = 140,000); z-score at 10 µM; AID 817;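 active = z-score above 3 at both the 24 hr and the 30 hr optical density reads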;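 note: z-score against mean and SD of all compound wells on the same plate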
INS promoter inh – TRM-6 insulin promoter activity inhibition; TRM-6 cells (human fetal islet line), insulin promoter-eGFP reporter, imaging; reporter expression induced with tamoxifen; actives 0.9% (n = 130,000); inhibition, % at 2 µM;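 active = inhibition above the mean plus 3 SD, with well images judged a real hit on visual review, cut at about 60% in these data, passing the limit was not always enough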
sdo1 growth Rescue 24 h – also measured in sdo1 growth; calls as there; z-score; S. cerevisiae sdo1-depleted JHY4D growth rescue, OD600; measured here: growth rescue at 24 h;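 0 is the plate mean of compound wells and units are plate SD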
* hit, by the source's call; nt = not tested or not shown.

Start of the data: the first 4 compounds, to show the layout:
nr	mol	sdo1 growth	sdo1 growth Rescue 24 h	INS promoter inh
1	O=C(/C=C/c1ccc([N+](=O)[O-])cc1)NCc1cccnc1	1.1	0.74	nt
2	CCN(CC(=O)Nc1ccc2c(c1)OCCO2)c1nc(-c2cccnc2)nc2ccccc12	-0.83	-0.82	nt
3	Cc1cc(C)nc(NS(=O)(=O)c2ccc(NC(=S)NC(=O)CC(C)C)cc2)n1	0.7	0.75	6
4	Cc1cc(-c2nnco2)c(C)n1-c1ccccc1	0.57	0.72	nt

The listing, repeating the preview:
nr	mol	sdo1 growth	sdo1 growth Rescue 24 h	INS promoter inh
1	O=C(/C=C/c1ccc([N+](=O)[O-])cc1)NCc1cccnc1	1.1	0.74	nt
2	CCN(CC(=O)Nc1ccc2c(c1)OCCO2)c1nc(-c2cccnc2)nc2ccccc12	-0.83	-0.82	nt
3	Cc1cc(C)nc(NS(=O)(=O)c2ccc(NC(=S)NC(=O)CC(C)C)cc2)n1	0.7	0.75	6
4	Cc1cc(-c2nnco2)c(C)n1-c1ccccc1	0.57	0.72	nt
5	CCOc1ccccc1Nc1nc(-c2sc(NC(=O)c3ccc([N+](=O)[O-])cc3)nc2C)cs1	-1	0.43	27
6	CCNc1nc(Oc2ccc(=O)n(C)n2)nc(N2CCOCC2)n1	0.49	-1.1	-36
7	CC(C)Cn1c(N)c(C(=O)COC(=O)C2CC(=O)N(Cc3ccccc3Cl)C2)c(=O)n(C)c1=O (stereo not drawn)	nt	nt	-6
8	Cc1cc2cc(CNC(=O)c3ccc4c(c3)OCO4)ccc2n1C	-0.54	-1.3	-28
9	CCc1nc(N)c(C#N)c(-c2ccc(F)cc2)c1C	-0.43	-0.55	12
10	Cn1cc(-c2nc3ccccc3[nH]2)c2ccccc21	-0.75	-0.39	100*
11	Cc1csc(NC(=O)CSc2ccc(-c3ccc(F)cc3)nn2)n1	nt	nt	11
12	Cn1nc(C(F)(F)F)c(C(=O)Nc2ccc(F)cc2F)c1Oc1cccc(Cl)c1	-0.47	-0.11	-4
13	CC(C)Cc1n[nH]c(=O)[nH]1	1.1	0.43	-50
14	CSc1nc(N(C)NC(=O)c2ccc(F)cc2)c2ccccc2n1	-1.3	-0.82	-90
15	O=c1cc(-c2ccccc2)nc2nc(-c3ccccc3)[nH]n12	0.18	0.11	3
16	CSc1ccc(C#N)cc1NC(=O)c1cccc(Cl)c1	-0.25	-0.8	32
17	O=C(CN(CC1CCCO1)S(=O)(=O)c1ccc(S(=O)(=O)NCC2CCCO2)cc1)Nc1ccccc1 (stereo not drawn)	-0.03	-0.15	-31
18	O=C(CSc1nnc(CCCO)n1-c1ccccc1)Nc1nccs1	0.58	-0.25	nt
19	O=C(/C=C/c1cccc(Cl)c1)NCCN1CCOCC1	0.61	0.03	59
20	Fc1ccc(-c2nc3cnccn3c2NC2CCCC2)cc1	nt	nt	-23
21	C/C=C/c1ccc(OCCCNC2CCCC2)c(OC)c1	0.41	0.49	-214
22	CCCSC1=C(C#N)C(c2cc(OC)ccc2OC)CC(=O)N1 (stereo not drawn)	1	0.42	-43
23	Cc1ccc(SCC(=O)NC(=O)NCc2ccco2)cc1C	-0.16	0.89	10
24	COc1ccc(C2CC(=O)N(CC(=O)NCC3CCCO3)c3ccccc3S2)cc1OC (stereo not drawn)	nt	nt	-21
25	N#CC1=C(SCC(=O)NC23CC4CC(CC(C4)C2)C3)NC(=O)C(C#N)C12CCCCC2 (stereo not drawn)	0.13	-0.08	43
26	O=C(Nc1ccccc1)C1Cc2ccccc2CN1C(=O)c1ccco1 (stereo not drawn)	-0.34	-0.56	-7
27	O=C(Cc1cccc2ccccc12)Nc1ccc2oc(-c3ccccc3)nc2c1	-0.72	0.87	nt
28	COc1ccc(CN2CCN(C(=O)c3cccs3)CC2)c(OC)c1OC	0.41	-0.52	nt
29	CCN(CC)CCNCc1ccc(OCc2ccc(Cl)nc2)c(OC)c1	-0.75	-1.4	-38
30	COP(=O)(OC)C(Nc1ccc(C)cc1)c1ccc([N+](=O)[O-])cc1 (stereo not drawn)	-0.03	-0.12	-19
31	CC(C)(C)c1ccc(O)c(N)c1	0.19	-0.04	-61
32	CN1CCN(NC(=O)C2CC2)CC1	1.2	1.1	-30
33	O=C1CCCN1CCC1CCN(C2CC(=O)N(c3ccc(Cl)cc3)C2=O)CC1 (stereo not drawn)	-0.07	0.1	22
34	CC(C)(C)C(=O)N1CCC(O)(CS(=O)(=O)Cc2ccccc2Cl)CC1	0.95	0.35	10
35	CCOC(=O)c1c(C)[nH]c(C)c1C(=O)CSc1nnc(-c2cc(OC)c(OC)c(OC)c2)o1	-1.7	-1	nt
36	COc1ccc(Nc2ncnc3sc(-c4ccccc4)cc23)cc1	-0.89	-0.79	8
37	Cc1cc(C)n(C(=O)Cn2nc([N+](=O)[O-])c(Br)c2C)n1	nt	nt	21
38	Cc1cc(C)nc(SCc2cc(=O)c(OC(=O)c3cc([N+](=O)[O-])ccc3Cl)co2)n1	1.4	1.1	nt
39	COc1ccc(/C=C/C(=O)c2ccc(NS(=O)(=O)c3ccc(C)cc3)cc2)cc1O	-0.3	0.27	19
40	CN(C)/C=N/c1sc2c(c1C#N)CC(C)(C)NC2(C)C	0.75	0.36	-271
41	COc1cccc(NC(=O)c2ccc(C(=O)c3ccccc3)o2)c1	nt	nt	29
42	CC(C)C(C(=O)Nc1ccc(N2CCOCC2)cc1)N1C(=O)c2ccccc2C1=O (stereo not drawn)	-0.64	0.02	nt
43	CN(CCC1CCOCC1)Cc1nc(Cc2ccccc2F)no1	nt	nt	-35
44	CC(C)(C)n1nnnc1C(c1ccncc1)N1CCN(c2ccc(O)cc2)CC1 (stereo not drawn)	0.77	0.6	11
45	Cc1ccccc1OCC(=O)Nc1ccccc1N1CCOCC1	-1	-1.5	5
46	Cc1ccc2cc(C(c3nnnn3CC3CCCO3)N3CCc4ccccc4C3)c(=O)[nH]c2c1 (stereo not drawn)	-0.35	-0.69	26
47	CN(C)c1nc2c(c(=O)[nH]c(=O)n2C)n1Cc1ccc(F)cc1	0.4	-0.47	nt
48	O=C(NCc1ccc2c(c1)OCO2)c1cccc(N2CCCC2=O)c1	0.34	-0.25	0
49	COc1ccc(-c2noc(C3CCCN(C(=O)c4ccccc4OC)C3)n2)cc1OC (stereo not drawn)	0.01	-0.42	-11
50	CCN(CCNC(=O)Cn1cc2c(n1)CCCC2)c1ccccc1	-0.32	-0.11	-10
51	COc1ccc(C2CC3(CC(C)(C)NC(SC)=N3)Oc3cc(O)cc(C)c32)cc1 (stereo not drawn)	0.51	0.1	nt
52	CCOC(=O)C1=NNC(C(=O)c2ccc(C)cc2)C1c1ccc(OC)cc1 (stereo not drawn)	-0.84	-1.1	23
53	O=C(Nc1ccc(Cl)cc1)N(Cc1nnc2n1CCCCC2)c1ccccc1	0.19	0.28	6
54	CC(C)Oc1ccc(C(=O)Nc2ccc(C(F)(F)F)n(C)c2=O)cc1	-0.92	-1	nt
55	O=C(CN1C(=O)NC(Cc2ccccc2)C1=O)NC(=O)NC1CCCCC1 (stereo not drawn)	-0.17	0.1	nt
56	O=C1NC(=O)C(CC(=O)N(Cc2cccs2)C2(C(=O)NC3CCCCC3)CCCCC2)N1 (stereo not drawn)	0.39	-1.7	-6
57	CCOC(=O)C1=C(C)Nc2nc3ccccc3n2C1c1ccncc1 (stereo not drawn)	-0.28	-0.2	-45
58	COCc1nnc(NC(=O)c2ccc(S(=O)(=O)N3CCCCCC3)cc2)o1	0.76	0.29	nt
59	O=C(/C=C/c1ccc(Cl)cc1)NC(=S)Nc1ccc(NC(=O)c2ccco2)cc1	-1.1	-0.41	-24
60	O=C(/C=C/c1ccccc1)N1CCC[C@H]1CO	0.3	0.17	-143

The list continues.
nr	mol	sdo1 growth	sdo1 growth Rescue 24 h	INS promoter inh
61	COc1cc(NC(=S)NCCC(c2ccccc2)c2ccccc2)cc(OC)c1	-0.06	0.88	19
62	C/C(=N/OC(=O)c1ccc(F)cc1)c1ccc(C)cc1	0.61	0.28	0
63	CCCn1nc2cc(C(=O)N(CC)c3ccc(OC)cc3)ccc2c1OCC	-0.59	-0.35	nt
64	Cc1c(S(=O)(=O)N2CCOCC2)c(=O)n(C)c(=O)n1C	0.43	-0.11	nt
65	N/C(=N\OC(=O)c1cccc(Br)c1)c1ccc(Br)cc1	-0.39	1.1	0
66	O=C(NC(CC(=O)N1CCN(c2ccc([N+](=O)[O-])cc2)CC1)c1ccccc1)c1ccccc1Cl (stereo not drawn)	-0.15	-0.47	39
67	CCCCN(CCCNc1ncnc2nc[nH]c12)c1ccccc1	-0.32	-0.7	-40
68	CCn1cc(/C=N/NC(=O)c2ccc3c(c2)OCO3)cn1	1.1	0.31	6
69	O=C(/C=C/c1c(Cl)cccc1Cl)n1cccn1	-0.97	-0.56	0
70	COc1cnc(-c2ccccn2)nc1Oc1ccc(Cl)c2ccccc12	-2.4	-1.8	nt
71	CCn1c2ccccc2c2cc(NC(=O)c3ccc(C)c([N+](=O)[O-])c3)ccc21	0.89	1.3	-13
72	COc1ccc(C(=O)NCC(=O)OCC(=O)NC(=O)NC2CCCCC2)cc1OC	0.45	0.06	nt
73	O=c1[nH]c2ccc(NC(=S)NC3CCCCC3)cc2[nH]1	nt	nt	-12
74	Cc1nc2ccccc2c2oc(C(=O)N3CCN(C(=O)c4ccco4)CC3)cc12	0.98	2.1	10
75	COc1ncnc2c1oc1ccccc12	nt	nt	21
76	COC(=O)c1ccn(-c2nc(-c3ccco3)cc(C(F)(F)F)n2)n1	0.36	-0.69	41
77	COc1ccc(OCCCn2cccc2/C=C2/C(=N)N3OC(C)=CC3=NC2=O)cc1	nt	nt	20
78	Cc1ccc(C)c(S(=O)(=O)NCc2ccc(C(=O)NCc3ccccn3)cc2)c1	0.11	-0.65	26
79	S=C(NCCc1ccccc1)NC1CC1	-0.07	-0.46	-27
80	O=C(Nc1nnc(SCc2ccccc2)s1)c1cccs1	-0.68	-0.1	1
81	COC(=O)/C=C/S(=O)(=O)c1ccc(NC(C)=O)cc1	0.28	-0.14	-50
82	CCNC(=O)Cn1cnc2c1c(=O)n(C)c(=O)n2C	0.22	-0.26	-32
83	COc1ccc(N(CC(=O)NCCC2=CCCCC2)S(=O)(=O)c2ccc(C)cc2)cc1OC	nt	nt	-22
84	CCC(=O)Nc1c(C(=O)Nc2ccc3c(c2)OCCO3)oc2ccccc12	nt	nt	9
85	CC(C)Cn1c(-c2ccco2)csc1=Nc1cccnc1	-0.79	-0.39	26
86	COc1cc(-n2nc(C)c3c2OC(N)=C(C#N)C3c2ccccc2)c(Cl)c(Br)c1O (stereo not drawn)	-1.5	-1.4	68
87	COc1ccc(NC(=O)CN(C)S(=O)(=O)c2ccccc2)cc1	0.46	-0.01	-20
88	O=C(CSc1nnc(-c2ccccc2F)n1C1CC1)NC(=O)c1cccc([N+](=O)[O-])c1	0.02	-0.93	nt
89	Cc1ccccc1N(CC(=O)Nc1ccccc1C(=O)NCc1ccco1)S(=O)(=O)c1ccccc1	-0.58	-0.01	-73
90	COc1ccc(-c2csc(NC(=O)c3ccc(S(=O)(=O)N4CCc5ccccc5C4)cc3)n2)c(OC)c1	0.21	0.22	19
91	O=C(CN1CCN(c2ccccc2)CC1)c1ccc2cc[nH]c2c1	-0.38	-0.84	nt
92	O=C(COc1ccccc1)OCc1cc2ccccc2[nH]c1=O	-0.3	-0.23	21
93	O=C(Cc1ccc(F)cc1)NCCc1ccccc1	0.08	-0.05	-19
94	CCN(CC)c1ccc(NC(=O)CCCOc2cccc(C)c2)cc1	nt	nt	31
95	O=C(NCc1ccccc1)C(=O)NCC1OCCN1S(=O)(=O)c1cccs1 (stereo not drawn)	0.11	1.3	24
96	c1ccc(-c2nnc(N3CCN(c4ccccn4)CC3)c3ccccc23)cc1	-1.8	-1.7	38
97	N#CC1=C(N)Oc2cc(O)c(C=Nc3ccccc3)cc2C1c1ccccc1 (stereo not drawn)	-0.22	-0.63	nt
98	CCCCNC(=O)c1onc(CSc2ccccc2CC)c1C(=O)O	0.44	-0.02	-5
99	Cc1nn(C(C)c2nc(-c3ccccc3)no2)c(C)c1[N+](=O)[O-] (stereo not drawn)	-0.36	0.12	nt
100	COc1ccccc1N1CCN(C(=O)Nc2cccc(Cl)c2)CC1	-0.36	-0.3	-17
101	CC(C)NC(=O)c1ccc(S(=O)(=O)N(C)C)cc1	nt	nt	-14
102	Cn1c(-c2ccc(N)cc2)nc2ccccc21	0.62	0.7	-33

Single records, as listed above:
`COc1ccccc1N1CCN(C(=O)Nc2cccc(Cl)c2)CC1` as listed: sdo1 growth: -0.36; sdo1 growth Rescue 24 h: -0.3; INS promoter inh: -17
`CC(C)NC(=O)c1ccc(S(=O)(=O)N(C)C)cc1` as listed: sdo1 growth: nt; sdo1 growth Rescue 24 h: nt; INS promoter inh: -14

These rows are one share of the data; the hit share may differ from the screen's.
